Growth percent in the NCI-60 one-dose screen (48 h, 10 µM unless noted): 100 = growth as untreated, 0 = no growth, -100 = all killed.
UACC-62 – UACC-62 melanoma. 5.4% of 81,000 active. AID 1794756
SK-MEL-5 – SK-MEL-5 melanoma | 6.4% of 80,000 active | AID 1794755
MDA-MB-435 – MDA-MB-435 melanoma; 7.8% of 82,000 active; AID 1794794
M14 – M14 melanoma | 6.2% of 80,000 active
UACC-257 – UACC-257 melanoma; 4.4% of 78,000 active
SK-MEL-2 – SK-MEL-2 melanoma; 4.7% of 77,000 active
SK-MEL-28 – SK-MEL-28 melanoma; 4.1% of 81,000 active
MALME-3M – MALME-3M melanoma. 5.8% of 78,000 active. AID 1794766
An asterisk follows results filed as active; nt = not tested or not shown; [ ] = dose if it differs, or a comment. The calls were made as follows: active = growth percent below 10; inactive = the rest. Hits appear at their usual frequency; about 11% have a hit in one of these screens.

1: O=C(/C=C(/C=C/c1ccc(OCc2ccccc2)c(OCc2ccccc2)c1)OB(F)F)/C=C/c1ccc(OCc2ccccc2)c(OCc2ccccc2)c1
2: CCC(C)(C)C(=O)O[C@H]1C[C@@H](C)C=C2C=C[C@H](C)[C@H](CCC3CC3CC(=O)OC)C21 (some centres undefined)
3: O=c1[nH]c2ccccc2cc1-c1nnc(-c2ccccc2O)o1
4: Cc1cc(C)c2c(N)c(C(=O)c3ccc4c(c3)OCCO4)sc2n1
5: N#Cc1ccc(C(=O)C[n+]2cn(CC(=O)Nc3cccc4cccnc34)c3ccccc32)cc1
6: CCCCCCCCCCCCCCCC(=O)CCCCCCCCCCCCCCC
entry no.	1	2	3	4	5	6
UACC-62	101.1	63.4	107.6	97.6	89.6	108.8
SK-MEL-5	97.6	81.6	100.7	92.1	99.3	98.1
MDA-MB-435	104.6	99.4	102.3	99.0	101.5	107.5
M14	100.5	74.2	103.2	102.7	99.0	125.0
UACC-257	89.7	80.1	111.8	116.3	101.2	109.7
SK-MEL-2	99.1	80.6	112.6	105.1	114.7	113.8
SK-MEL-28	110.8	96.1	116.8	107.3	103.6	104.5
MALME-3M	101.4	93.5	92.3	125.0	96.6	103.3

Four entries drawn at random from the list so far:
3: O=c1[nH]c2ccccc2cc1-c1nnc(-c2ccccc2O)o1
1: O=C(/C=C(/C=C/c1ccc(OCc2ccccc2)c(OCc2ccccc2)c1)OB(F)F)/C=C/c1ccc(OCc2ccccc2)c(OCc2ccccc2)c1
5: N#Cc1ccc(C(=O)C[n+]2cn(CC(=O)Nc3cccc4cccnc34)c3ccccc32)cc1
4: Cc1cc(C)c2c(N)c(C(=O)c3ccc4c(c3)OCCO4)sc2n1
entry no.	3	1	5	4
UACC-62	107.6	101.1	89.6	97.6
SK-MEL-5	100.7	97.6	99.3	92.1
MDA-MB-435	102.3	104.6	101.5	99.0
M14	103.2	100.5	99.0	102.7
UACC-257	111.8	89.7	101.2	116.3
SK-MEL-2	112.6	99.1	114.7	105.1
SK-MEL-28	116.8	110.8	103.6	107.3
MALME-3M	92.3	101.4	96.6	125.0

Going on with the list.
7: COc1cc(C(=O)n2cc(-c3ccc(Cl)cc3)c(N)n2)cc(OC)c1OC
8: N#Cc1c(-c2ccc([N+](=O)[O-])cc2)cc(-c2c[nH]c3ccccc23)nc1-c1c[nH]c2ccccc12
9: OCC[N+](CCO)(CCO)CCO
10: O=C(CCl)OCCCOCCCOc1ccccc1
11: Cc1cccc(C)c1NC(=O)n1c(=O)cc(C)c2ccc(O)cc21
12: CCN(CC)S(=O)(=O)c1ccc(O)c(NC(=O)c2sc3cc(F)ccc3c2Cl)c1
entry no.	7	8	9	10	11	12
UACC-62	88.5	85.8	117.9	105.7	95.6	93.9
SK-MEL-5	95.1	97.7	nt	95.4	107.4	101.1
MDA-MB-435	90.4	104.3	104.1	104.4	102.8	104.0
M14	107.2	98.0	112.0	109.8	105.1	123.6
UACC-257	83.2	104.7	105.2	98.5	107.9	107.4
SK-MEL-2	102.1	96.8	118.1	121.3	112.8	67.7
SK-MEL-28	133.0	106.7	109.0	130.5	107.6	120.4
MALME-3M	110.1	102.2	105.9	101.8	100.1	96.3

13: CC(=O)Nc1ccc2ccccc2c1[N+](=O)[O-]
14: COc1ccc(C2=CN3CC=CC3CC2=O)cc1 (centres undefined)
15: COc1ccc(/C=C\C(=O)OCC2CCCCC2)cc1
16: O=S(c1ccccc1)c1no[n+]([O-])c1-c1ccncc1 (centres undefined)
17: Cc1cc(O)c(C2=NN(c3ccc(S(N)(=O)=O)cc3)C(c3ccc(N(C)C)cc3)C2)c(C)c1Cl (centres undefined)
18: COc1cc2oc(-c3ccc(NC(=O)c4cccc(C#N)c4)cc3)cc(=O)c2c(OC)c1OC
entry no.	13	14	15	16	17	18
UACC-62	99.1	105.3	nt	99.0	64.8	89.8
SK-MEL-5	103.4	100.4	98.4	100.4	79.6	88.7
MDA-MB-435	103.9	96.9	101.3	99.1	69.3	95.6
M14	102.5	106.5	103.4	108.1	89.3	102.0
UACC-257	105.7	92.9	nt	102.0	97.6	105.2
SK-MEL-2	104.0	96.2	100.8	103.6	92.5	95.0
SK-MEL-28	nt	102.3	108.0	105.4	90.2	100.6
MALME-3M	120.4	81.6	96.6	106.6	157.4	94.4

19: C=C1C(=O)O[C@H]2[C@H]1CC/C(COC(=O)NCc1cc[nH]c1)=C\CC[C@@]1(C)O[C@@H]21
20: C[C@H]1OC(=O)/C=C/C(=O)[C@@H](OC(=O)CCC(=O)O)CCCCCCCC[C@@H]1O
21: CN(C)c1cccc2c(S(=O)(=O)/N=C(\N)Nc3nc4ccccc4s3)cccc12
22: Cn1c(C(=O)c2cccc3ccccc23)nc2ccccc21
23: CC(C)CCSc1nc(-c2ccc(F)cc2)c(C#N)c(N2CCN(C)CC2)n1
24: CCCCNC(=O)Nc1ccc(S(=O)(=O)c2ccccc2)cc1
entry no.	19	20	21	22	23	24
UACC-62	39.6	nt	42.8	-27.2*	87.2	108.1
SK-MEL-5	91.2	103.5	40.5	-38.1*	90.4	112.7
MDA-MB-435	34.2	108.0	-11.5*	17.4	93.6	102.6
M14	32.7	79.8	45.3	-45.9*	94.7	88.8
UACC-257	59.1	72.9	78.3	-7.6*	64.1	96.8
SK-MEL-2	70.5	100.4	15.3	9.7*	77.4	100.0
SK-MEL-28	54.6	100.7	78.9	40.8	96.5	106.5
MALME-3M	84.2	97.3	73.7	nt	97.4	80.3

25: COc1ccccc1NC(=O)N1CCN(C)CC1
26: [N-]=[N+]=Nc1ncc(-c2ccc(C(F)(F)F)cc2)c(NC2CCCCCC2)n1
27: CN(C)CCCn1c2c(c3ccccc31)CCCCCC2
28: Cc1ccc(NS(=O)(=O)c2cc(C)ccc2C)cc1
29: CSCCC1NC(=O)C(/C(C)=N\NC(N)=O)=C1O (centres undefined)
30: CCOC(=O)C1=CSC2=NC3=C(CCCC/C3=C\c3ccc(OC)c(OC)c3)C(c3ccc(OC)c(OC)c3)N12 (centres undefined)
entry no.	25	26	27	28	29	30
UACC-62	96.2	25.5[100 µM]	91.0	40.0	99.5	94.0
SK-MEL-5	102.0	26.5[100 µM]	96.7	30.3	nt	88.7
MDA-MB-435	111.4	19.1[100 µM]	87.3	-24.0*	114.1	103.0
M14	109.9	34.7[100 µM]	94.6	8.9*	93.3	133.4
UACC-257	96.8	27.6[100 µM]	80.4	73.0	nt	94.5
SK-MEL-2	107.4	5.9*[100 µM]	103.9	20.3	94.9	98.7
SK-MEL-28	109.9	68.2[100 µM]	92.4	61.5	105.6	99.1
MALME-3M	137.2	62.3[100 µM]	101.5	54.1	107.8	86.1

31: O=C1/C(=C/c2ccc(-c3cccc(C(F)(F)F)c3)o2)SC(=S)N1CCc1ccc(O)cc1
32: C[C@H]1[C@@H]2[C@H]3CC[C@@H]4[C@@]5(C)Cc6c([nH]c7ccccc67)C(C)(C)[C@@H]5CC[C@@]4(C)[C@]3(C)CC[C@]23CO[C@]1(C)[C@@H](C(=O)/C=C/c1ccccn1)C3
33: CCCCC(CC)COC(=O)/C=C/c1cccc2c1C(=O)NC(C)(c1cc3cc(OC)ccc3oc1=O)N2 (centres undefined)
34: CCC(=O)OCCNC(=O)/C=C/c1ccc(OC)cc1
35: COc1c(F)ccc(C(=O)Nc2ccc3nc(NC(=O)C4CCCN(S(=O)(=O)c5cccc(Cl)c5)C4)sc3c2)c1F (centres undefined)
36: COc1ccc(-c2cnc3sc(C(=O)NN)c(C)n23)cc1
entry no.	31	32	33	34	35	36
UACC-62	59.0	79.0	52.2	nt	78.6	96.0
SK-MEL-5	90.1	88.5	60.3	100.6	79.6	95.4
MDA-MB-435	52.6	83.8	77.7	103.7	90.9	101.7
M14	57.5	93.6	71.3	100.9	84.7	103.3
UACC-257	95.0	102.8	77.4	nt	84.7	110.6
SK-MEL-2	56.4	115.3	41.6	106.6	88.5	118.2
SK-MEL-28	95.8	97.4	74.9	109.2	92.1	104.6
MALME-3M	71.6	106.4	92.1	103.1	97.6	110.1

37: c1cncc(-c2nc3ccccc3n3cccc23)c1
38: CCN(CC)CCC(=O)Nc1cccc2c1C(=O)c1c(c(O)c3ccccc3c1O)C2=O
39: CCCn1nc(C(=O)N2CCCCC2)c2c1CCC(Nc1ccc(Oc3cccnc3)cc1)C2 (centres undefined)
40: COc1ccc(C2C(C#N)=C(N)Oc3cc(O)ccc32)cc1 (centres undefined)
41: CCN(CC)c1ccc2cc(C(Nc3ccc(F)c(Cl)c3)c3nnnn3C(C)(C)C)c(=O)oc2c1 (centres undefined)
42: C#CCOc1ccccc1/C=N/Nc1nc(-c2ccc(Br)cc2)cs1
entry no.	37	38	39	40	41	42
UACC-62	120.9	79.6	82.0	87.6	83.8	84.0
SK-MEL-5	106.3	47.6	94.8	86.8	84.4	98.3
MDA-MB-435	106.2	91.6	95.3	100.0	87.9	101.0
M14	123.8	70.8	101.7	122.5	104.0	92.2
UACC-257	100.6	85.6	102.0	101.6	94.1	96.7
SK-MEL-2	136.3	112.4	109.3	107.8	97.5	95.1
SK-MEL-28	124.2	34.0	100.4	94.3	95.9	98.3
MALME-3M	131.0	61.6	105.3	104.5	88.4	101.5

43: CC(C)CNCC(O)Cc1ccccc1 (centres undefined)
44: Cc1cc(N)c2cc(NC(=O)/C=C\c3ccccc3Cl)ccc2n1
45: O=C(Nc1ccccc1)Nc1nnc(-c2ccncc2)o1
46: O=S(=O)(Nc1cc(Br)c(O)c2ccccc12)c1ccc(F)cc1
47: CCOC(=O)/C(C#N)=C1\SS/C(=C(/C#N)C(=O)OCC)S1
48: CC(O)CN1CC(C)N(CC(C)O)CC1C (centres undefined)
entry no.	43	44	45	46	47	48
UACC-62	105.6	-80.9*	97.8	54.2	89.6	108.9
SK-MEL-5	103.9	-94.9*	101.9	48.9	93.5	112.5
MDA-MB-435	99.6	-80.5*	96.3	-90.4*	82.6	102.6
M14	96.2	-70.9*	103.1	96.7	87.1	109.6
UACC-257	97.1	-49.2*	98.7	63.4	112.0	99.5
SK-MEL-2	106.4	-72.5*	101.3	87.8	58.5	129.9
SK-MEL-28	104.3	-96.1*	115.1	81.1	113.6	106.7
MALME-3M	98.6	-76.2*	102.4	62.2	89.7	nt

49: Cc1nc(-c2cc3ccccc3oc2=O)ccc1C(=O)/C=C/c1cccs1
50: S=c1[nH]c2ccccc2n2cccc12
51: Cc1oc2ccccc2[n+]1C
52: CC(C)COC(c1ccccc1)c1ccccc1
53: CC(C)(C)N1CC(OC(N)=O)C1
54: COc1ccc(S(=O)(=O)N2CCC(N3CCC(C)CC3)CC2)cc1
entry no.	49	50	51	52	53	54
UACC-62	89.5	93.8	110.1	96.8	103.5	99.3
SK-MEL-5	99.8	89.8	104.4	109.0	102.4	100.9
MDA-MB-435	90.7	111.8	113.3	nt	96.5	101.2
M14	101.1	112.3	105.5	117.8	97.6	106.1
UACC-257	107.2	114.9	107.3	100.1	4.4*	102.5
SK-MEL-2	109.0	124.9	113.2	112.8	nt	111.2
SK-MEL-28	104.3	148.3	120.0	113.2	109.2	100.4
MALME-3M	100.0	125.6	103.0	100.2	106.3	91.6

55: O=C(c1ccccc1F)N(Cc1ccc(Cl)cc1)c1ccccn1
56: COc1ccc(Oc2nc(Nc3ccc(N4CCOCC4)cc3)ncc2NC(=O)c2cccc(SC)c2)cc1
57: O=S(=O)(c1ccccc1)c1nnc(Cc2ccc3ccccc3c2)n1CCCc1cnc[nH]1
58: CCOC(=O)c1ccc2nc(-c3c(C)nn(-c4ccccc4)c3N3CCCCC3)[nH]c2c1
59: COc1cc(C(=O)/C=C/c2ccc(Oc3ccc(Br)cc3)cc2)cc(OC)c1OC
60: COc1ccc(/C=C2\C(=O)N=C3N2NC(C)=CN3c2ccccc2)cc1
entry no.	55	56	57	58	59	60
UACC-62	99.1	85.3	97.1	73.3	91.9	79.1
SK-MEL-5	95.1	86.3	93.7	91.3	96.8	95.1
MDA-MB-435	91.5	93.2	103.0	93.1	93.7	106.8
M14	97.8	105.9	95.1	93.6	93.9	101.2
UACC-257	100.9	102.9	104.7	99.5	94.6	102.1
SK-MEL-2	99.2	109.1	98.3	nt	112.1	101.9
SK-MEL-28	117.4	101.6	134.1	94.2	101.7	106.2
MALME-3M	96.4	136.1	99.7	93.2	93.0	103.5

Screens from PubChem.
